Screens (PubChem BioAssay)
ARFGAP1 inhibitor: inhibitors of rat ARFGAP1. Arfgap1-stimulated ARF1 GTP hydrolysis, GDP FP detection. inhibition, % at 16.5 µM. 0.26% of 360,000 active;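 active means inhibition above a per-plate limit, mean inhibition of low control wells plus 3 SD, cut at about 25% in these data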;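 further: 0% = DMSO wells with enzyme and 100% = wells lacking Arfgap1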
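material = rat Arfgap1 catalytic domain, aa 1-136 | also added = human ARF1(Δ1-17)-GTP substrate | compound dosing = one concentration, 16.5 µM, DMSO 1.26% | times = GTP hydrolysis reaction 2 h at 25 °C | measured by = FP, GDP Alexa 633 tracer displaced from anti-GDP antibody, 620/688 nm | evaluation = percent inhibition of Arfgap1-stimulated GTP hydrolysis | replication = single well per compound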
KLK7 zymogen act: activates the human kallikrein-7 zymogen; activation, % at 7 µM; purified proKLK7, EDANS-DABCYL substrate fluorescence; 100% is mature enzyme control, 0% vehicle; 0.9% of 370,000 active; AID 652039;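 active means activation above the mean of all tested compounds plus 3 SD, computed per campaign excluding outliers beyond control limits, cut at about 13% in these data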
Target sequence (P49862 whole entry, looked up): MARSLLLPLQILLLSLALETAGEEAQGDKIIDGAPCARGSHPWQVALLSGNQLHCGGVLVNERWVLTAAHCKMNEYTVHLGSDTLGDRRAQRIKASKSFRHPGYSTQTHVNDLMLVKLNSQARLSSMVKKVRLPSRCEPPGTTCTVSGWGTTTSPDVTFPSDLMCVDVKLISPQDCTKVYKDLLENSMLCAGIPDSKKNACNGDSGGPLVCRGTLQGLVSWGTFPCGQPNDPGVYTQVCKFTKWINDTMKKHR
ASAP1 inh: ASAP1 ArfGAP inhibition. ASAP1-stimulated ARF1 GTP hydrolysis, GDP FP detection. inhibition, % at 16.5 µM. 0.19% of 360,000 active. Q9ULH1; in the data active means inhibition above about 25%;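 further: 0% = vehicle with enzyme and substrate and 100% = no enzyme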
Target sequence (Q9ULH1 325-724 limits assumed): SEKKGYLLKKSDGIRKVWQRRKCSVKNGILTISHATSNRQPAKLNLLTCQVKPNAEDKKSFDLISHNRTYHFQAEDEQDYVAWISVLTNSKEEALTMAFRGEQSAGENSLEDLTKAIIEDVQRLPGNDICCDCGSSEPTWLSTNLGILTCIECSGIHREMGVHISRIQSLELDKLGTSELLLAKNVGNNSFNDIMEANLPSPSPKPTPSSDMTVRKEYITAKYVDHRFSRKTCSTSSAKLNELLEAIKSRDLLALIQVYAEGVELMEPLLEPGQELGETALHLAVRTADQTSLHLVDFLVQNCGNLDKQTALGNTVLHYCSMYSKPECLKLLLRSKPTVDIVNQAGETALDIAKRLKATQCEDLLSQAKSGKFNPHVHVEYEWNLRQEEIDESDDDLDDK
PLCg1 inh: PLC-gamma1 (human) inhibition, primary screen. P19174. purified PLC-gamma1, fluorogenic substrate, fluorescence. inhibition, % at 12.2 µM. 0.84% of 370,000 active. AID 720700; in the data active means inhibition above about 9.5%
LEDGF integ inh: blocks HIV-1 LEDGF/p75-dependent DNA integration; inhibition, % at 3.7 µM; TR-FRET IN-LEDGF/p75 DNA integration, Eu/Cy5; AID 743269; 0.64% of 370,000 active;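 active means inhibition above the screen-wide mean plus 3 SD, cut at about 13% in these data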;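 further: signal is the Cy5 over europium emission ratio at 671 and 618 nm; 0% = plate median of compound wells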
ADAM10 inh: ADAM10 inhibition, QFRET primary screen; inhibition, % at 7 µM; O14672; recombinant ADAM10, EDANS/DABCYL FRET peptide cleavage, 3 h; AID 720582; 0.62% of 370,000 active;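 active means inhibition above a per-campaign cutoff equal to the mean of compounds falling between control-based bounds plus 3 SD, cut at about 20% in these data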;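 further: 0% = DMSO wells while the 100% control is not disclosed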
ADAM17 inh: ADAM17 inhibition, QFRET primary screen. inhibition, % at 6.95 µM. P78536. recombinant ADAM17, EDANS/DABCYL FRET peptide cleavage. 0.83% of 370,000 active;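 active means inhibition above the mean of compounds lying between control limits plus 3 SD, set per campaign, cut at about 8.5% in these data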;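 further: 0% = DMSO-only wells as the low control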
Tn7 DDE FP: inhibitors of Tn7 peptide binding to human fibrin DD(E); 0.13% of 370,000 active; FP displacement of FITC-Tn7 peptide from fibrin DD(E); 0% = median of compound wells per plate; inhibition, % at 8.3 µM; P02675;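 active means inhibition above the mean of compounds falling within the control limits plus 3 SD of them, cut at about 14% in these data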;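 further: 0% = plate median of compound wells and 100% = 10 µM Aha-Tn7 peptide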
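assay system = human clot-derived fibrin DD(E) complex | quantity = Fibrin-DD(E) at 2 µM final | timing = 10 min preincubation, 3 h with tracer, room temperature | signal = fluorescence polarization | measure = percent inhibition | benchmarks = high control wells with 10 µM unlabelled Aha-Tn7 peptide (full inhibition) | replicates = singlicate testing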
Tn6 DDE FP: inhibitors of Tn6 peptide binding to human fibrin DD(E); P02675; 0.21% of 370,000 active; inhibition, % at 8.3 µM; AID 720509; Fibrin DD(E) TRITC-Tn6 fluorescence polarization displacement;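 active means inhibition above a per-campaign cutoff: mean of compounds within control limits plus 3 SD, cut at about 15% in these data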;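 further: 0% = median of all compound wells on the plate and 100% = blocking peptide control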
TDP2 inh: TDP2 (human) inhibition, absorbance primary screen. 0.34% of 370,000 active. AID 720702. inhibition, % at 12.8 µM. recombinant TDP2, T5PNP hydrolysis, p-nitrophenol absorbance 415 nm. O95551;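 active means inhibition above the mean of all tested compounds plus 3 SD, set per campaign, cut at about 25% in these data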;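 further: 0% = DMSO with enzyme and 100% = buffer with substrate but no TDP2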
Target sequence (O95551 whole entry, looked up): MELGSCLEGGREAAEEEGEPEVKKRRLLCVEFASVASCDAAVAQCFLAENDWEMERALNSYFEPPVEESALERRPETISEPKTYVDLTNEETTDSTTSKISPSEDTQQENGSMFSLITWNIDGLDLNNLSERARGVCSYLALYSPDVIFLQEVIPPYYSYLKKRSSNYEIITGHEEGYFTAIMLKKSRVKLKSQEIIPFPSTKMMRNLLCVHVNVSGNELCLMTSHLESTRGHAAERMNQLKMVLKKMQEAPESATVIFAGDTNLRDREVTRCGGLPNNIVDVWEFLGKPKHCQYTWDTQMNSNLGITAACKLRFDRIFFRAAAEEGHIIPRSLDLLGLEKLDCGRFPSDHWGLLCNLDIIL
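Read-out basis: percent inhibition. System: recombinant human TDP2. Buffer or medium: Mg2+-containing Tris-HCl buffer, pH 7.5. Repeats: single replicate. Timing: reaction 2 h, 37 °C. Benchmarks: high control without enzyme, low control DMSO plus TDP2. Probe or stimulus: 5 mM T5PNP. Doses: 12.8 µM only. Measured by: epi absorbance of p-nitrophenol freed from T5PNP by hydrolysis.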
* hit, by the source's call; i = inactive; · = not tested or not shown. Compounds as they come; 4.2% or so of the library scored in one or more.

SMILES	ARFGAP1 inhibitor	KLK7 zymogen act	ASAP1 inh	PLCg1 inh	LEDGF integ inh	ADAM10 inh	ADAM17 inh	Tn7 DDE FP	Tn6 DDE FP	TDP2 inh
Cc1ccc(NC(=O)Nc2ccc3c(c2)N(C)C(=O)CS3)nc1	5	-0.4	-4	-1	0	-2	-2	-2	-3	2
Cn1c(C=O)c(-c2ccc3c(c2)OCCO3)c2ccccc21	5	0.6	-5	-104	0	-37	-3	-8	-7	-14
O=C(CN(Cc1ccc(F)cc1)C(=O)CCC(=O)Nc1nccs1)NCc1ccc(F)cc1	-7	-0.1	4	-2	0	5	0	5	-12	18
CCCCC(=O)OCc1c(-c2ccccc2)ncc2ccccc12	20	-0.8	-5	-4	2	-13	1	3	-6	-7
CC(C)c1nc2cc(C(=O)N(C)Cc3ccc(F)cc3)ccc2o1	-1	-0.7	-11	0	-2	-5	0	-3	-1	-15
CCCS(=O)(=O)N1CCc2ccc(NC(=O)c3ccccc3Cl)cc2C1	-15	0.7	-10	-2	-1	2	0	3	10	-12
Cc1cccc(NC(=O)CSc2c3c(nc4ccccc24)CCC3)n1	-12	0.3	2	-1	-1	-4	-2	0	-2	-7
COCCCn1c(C(=O)NC2CCCCC2)cc2c(=O)n3cccc(C)c3nc21	-7	-0.6	3	-51	4	-66	-13	-14	-8	0
NC(=O)c1ccsc1NC(=O)COC(=O)Cc1ccsc1	4	0.1	4	-3	1	-9	-2	-1	-4	-2
CC(NC(=O)c1ccco1)C(=O)Nc1nc(-c2ccccn2)cs1 (configuration not stated)	-8	0.4	-4	-3	-2	-10	0	5	3	4
CSCCC(NC(=O)c1cc([N+](=O)[O-])cc([N+](=O)[O-])c1)c1nc2ccccc2[nH]1 (configuration not stated)	4	0.2	9	1	1	-1	-2	-1	-4	-8
Cc1ccc(SCC(=O)NCc2ccncc2)cc1	1	-0.5	-5	0	1	5	2	-6	-4	-3
CCN1C(=O)c2ccccc2S(=O)(=O)c2ccc(C(=O)NCCOC)cc21	-1	0.8	4	1	-3	-7	-5	-1	6	1
COCCNC(=O)C(c1ccc(F)cc1)N(C(=O)CCC(=O)Nc1nccs1)c1ccc(C)cc1 (configuration not stated)	17	0.4	4	3	4	5	3	-10	-4	-11
CCOc1cc(CNC2CCCC2)c(Cl)cc1OCC(=O)Nc1ccccc1	-4	0.6	-6	0	4	2	0	8	9	5
COc1ccc(NC(=S)Nc2ccc3c(c2)c(=O)n(C)n3-c2ccccc2)cc1	6	42*	-4	i	-2	i	-297	9	-4	-3
CC1(C(=O)NS(=O)(=O)c2ccccc2Cl)CCN1C(=O)COc1ccc(Cl)cc1 (configuration not stated)	7	-0.3	2	3	1	-1	-3	-6	-6	7
Cc1ccc(-c2ccc(SCC(=O)NC3CCCCC3)nn2)cc1	8	0.6	8	-3	-2	-2	-5	1	1	1
C=CCc1ccc(OCCCOc2ccc(C)c(C)c2)c(OC)c1	8	0.4	5	5	4	8	3	2	-4	-6
CCN(CC)C(=O)c1sc2nc(-c3ccc(OC)cc3)cn2c1C	10	0.5	-10	1	0	1	0	-4	-2	-1
N#Cc1c(-n2cccc2/C=N/O)sc2c1CCCC2	9	0.1	-6	-3	-1	7	-4	1	-1	6
Cc1ccc(NC(=O)c2ccc(=O)[nH]c2)cc1S(=O)(=O)N1CCCCC1	3	-0.1	4	0	-2	3	-7	3	0	6
CCOc1ccccc1C(=O)N1CCC(n2nnc3cc(C)ccc32)CC1	2	0.3	-12	-3	3	-4	-2	2	-4	-13
O=C(c1cc(-c2ccccn2)nc2c(Cl)cccc12)N1CCN(C(=O)C2CCCO2)CC1 (configuration not stated)	1	0.0	-7	-3	0	-6	-3	3	0	4
CN(Cc1cccc2ccccc12)C(=O)c1cc(COc2c(F)cccc2F)on1	5	1.2	-3	-2	-1	10	1	10	-2	5
Cn1c(=O)[nH]c(=O)c2c1nc(SCC(=O)O)n2CCCc1ccccc1	5	0.5	6	3	4	-1	-1	0	2	1
COc1ccc(N2CC(C(=O)NCc3ccco3)CC2=O)cc1 (configuration not stated)	-2	0.6	2	0	0	-7	-9	5	0	6
COc1ncccc1-c1ccc2nncn2c1	2	0.0	-2	-1	0	-15	0	-8	-2	-2
CCc1ccc(CNc2ccc(N3CCN(C(C)=O)CC3)cc2)cc1	8	-2.2	0	-91	8	-58	-19	0	4	12
CCc1ccc(-c2nn(-c3ccccc3C)cc2C(=O)N2CCN(C3CCS(=O)(=O)C3)CC2)cc1 (configuration not stated)	0	-0.1	17	0	0	-12	-7	5	1	-4
O=C(NCc1ccccc1)c1cc(C2CCCN(C(=O)CCc3ccccc3)C2)on1 (configuration not stated)	17	0.1	-3	2	-1	1	-6	4	4	6
CC(C)CSc1nnc(-c2cccnc2)n1Cc1ccccc1	·	-0.4	·	1	1	-2	-2	-1	-2	3
COc1cc(SC)ccc1C(=O)NC1CCCCC1	10	0.1	-7	-1	0	1	-9	6	-3	9
O=C(OCc1c(-c2ccccc2)ncc2ccccc12)c1cccs1	4	-0.3	-8	-2	-3	3	-4	0	7	-7
CCOc1ccc(CCNC(=O)COC(=O)c2nccnc2N)cc1OCC	8	30*	0	-32	0	-201	-66	-1	0	5
CN=C1SC(CC(=O)Nc2cccc(C(F)(F)F)c2)C(=O)N1C (configuration not stated)	-3	1.0	1	2	4	-2	-4	0	0	-4
O=c1cc(-c2ccc(O)cc2)oc2cc(O)c(C3OC(CO)C(O)C(O)C3O)c(O)c12 (configuration not stated)	-6	0.4	0	-56	21*	-189	-46	1	0	5
CCC(NC(=O)COc1cc2c(c3oc(=O)c(C)c(C)c13)CCC(C)(C)O2)C(=O)O (configuration not stated)	-2	38*	-4	i	-3	i	i	11	0	0
COc1cc(C(c2nnnn2C2CCCC2)N2CCN(C)CC2)cc(OC)c1OC (configuration not stated)	9	0.5	19	0	0	0	-3	7	-4	3
C=CCn1c(=O)c2ccccc2n2c(SCC(=O)N(C)C)nnc12	11	0.2	10	3	0	1	2	-10	0	-10
CC1CCCC(NC(=O)COC(=O)Cc2c[nH]c3ccccc23)C1C (configuration not stated)	3	-0.1	10	0	1	16	-2	0	-5	2
O=C(N/N=C/c1cccc(O)c1)c1cc(-c2ccc3c(c2)OCO3)n[nH]1	21	-0.1	24	-2	2	3	1	-7	-19	4
COc1ccccc1NS(=O)(=O)c1cc([N+](=O)[O-])ccc1N/N=C/c1sc(N2CCOCC2)nc1-c1ccccc1	4	0.3	-13	-1	2	1	-1	-5	1	-4
O=c1[nH]c2cc3c(cc2cc1C(c1nnnn1Cc1ccccc1)N1CCCCCC1)OCCO3 (configuration not stated)	7	-0.1	-2	-2	-3	-23	-6	4	-10	3
CCCN(CCC)Cc1cc(=O)oc2cc(C)cc(C)c12	1	1.1	-1	2	5	1	0	4	10	0
O=C(N1CCOCC1)N1CCN(S(=O)(=O)N2CCOCC2)CC1	6	0.3	6	-2	-3	-1	-6	-2	2	7
CC(NS(=O)(=O)c1ccccc1)C(=O)NC1CCCC1 (configuration not stated)	4	0.0	5	1	-6	-5	1	1	-8	-1
CC(=O)OCc1nc2sc(C)c(C)c2c(=O)[nH]1	-3	-0.1	6	0	-1	-2	-2	8	-9	2
CCOC(=O)C1=CC[C@@H](c2ccccc2Cl)N(S(=O)(=O)c2ccc(C)cc2)[C@H]1C(=O)OCC	5	1.2	5	6	-1	7	2	1	-16	-14
COc1ccc(F)cc1S(=O)(=O)NCc1ccccc1	-1	0.6	-8	-1	-3	-6	-1	-2	2	4
The list goes on.
SMILES	ARFGAP1 inhibitor	KLK7 zymogen act	ASAP1 inh	PLCg1 inh	LEDGF integ inh	ADAM10 inh	ADAM17 inh	Tn7 DDE FP	Tn6 DDE FP	TDP2 inh
CCS(=O)(=O)N1N=C(c2cccc(NS(C)(=O)=O)c2)CC1c1ccccc1 (configuration not stated)	11	-1.7	-10	-6	0	-5	-5	3	4	7
Cn1c(=O)c2cc(NC(=S)NCc3ccccc3F)ccc2n1Cc1ccc(F)cc1	7	-2.5	2	i	4	i	-480	-7	7	-11
CN1C2CCC1CC(NC(=O)CSc1ccc(C(C)(C)C)cc1)C2 (configuration not stated)	-12	-0.5	-6	7	5	-1	1	-6	-4	-9
COc1cccc(NC(=O)[C@H](CC(C)C)NC(=O)[C@@H]2Cc3ccccc3CN2)c1	10	-0.1	-1	2	-1	-3	3	2	1	-5
O=C(CC(=O)c1ccccc1)Nc1ccc([N+](=O)[O-])cc1	9	0.9	-5	0	-4	-5	-4	1	-11	5
O=C(NNS(=O)(=O)c1ccccc1)c1ccc([N+](=O)[O-])cc1	5	0.3	-12	4	1	1	2	0	-1	-1
COc1ccc(CCNC(=O)C2CC3Cn4c(nc5ccccc54)C3N2Cc2ccccc2)cc1 (configuration not stated)	-11	1.3	13	1	2	-2	0	0	0	7
CC(=O)Nc1ccc(Cl)cc1C1COC(=O)C1=N (configuration not stated)	-1	2.1	9	-116	-2	-53	-19	3	0	16

Four structures out of the list, ordered by molar mass, falling.
SMILES	ARFGAP1 inhibitor	KLK7 zymogen act	ASAP1 inh	PLCg1 inh	LEDGF integ inh	ADAM10 inh	ADAM17 inh	Tn7 DDE FP	Tn6 DDE FP	TDP2 inh
COc1ccc(CCNC(=O)C2CC3Cn4c(nc5ccccc54)C3N2Cc2ccccc2)cc1 (configuration not stated)	-11	1.3	13	1	2	-2	0	0	0	7
Cn1c(=O)c2cc(NC(=S)NCc3ccccc3F)ccc2n1Cc1ccc(F)cc1	7	-2.5	2	i	4	i	-480	-7	7	-11
CN1C2CCC1CC(NC(=O)CSc1ccc(C(C)(C)C)cc1)C2 (configuration not stated)	-12	-0.5	-6	7	5	-1	1	-6	-4	-9
O=C(NNS(=O)(=O)c1ccccc1)c1ccc([N+](=O)[O-])cc1	5	0.3	-12	4	1	1	2	0	-1	-1

Reprinted at random: two compounds from above, in no set order.
SMILES	ARFGAP1 inhibitor	KLK7 zymogen act	ASAP1 inh	PLCg1 inh	LEDGF integ inh	ADAM10 inh	ADAM17 inh	Tn7 DDE FP	Tn6 DDE FP	TDP2 inh
CCS(=O)(=O)N1N=C(c2cccc(NS(C)(=O)=O)c2)CC1c1ccccc1 (configuration not stated)	11	-1.7	-10	-6	0	-5	-5	3	4	7
O=C(CC(=O)c1ccccc1)Nc1ccc([N+](=O)[O-])cc1	9	0.9	-5	0	-4	-5	-4	1	-11	5
